PPARg SRC3 recr: promotes SRC-3 coactivator recruitment by human PPARgamma | P37231 | biochemical PPARgamma/SRC-3 coactivator recruitment assay | activation, % at 8 µM | actives 0.26% (n = 200,000) | AID 731; in the data active = activation above about 23%;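 note: 0% = DMSO and 100% = reference agonist; some compounds past the cut are filed as inactive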
Target sequence (P37231 whole entry, looked up): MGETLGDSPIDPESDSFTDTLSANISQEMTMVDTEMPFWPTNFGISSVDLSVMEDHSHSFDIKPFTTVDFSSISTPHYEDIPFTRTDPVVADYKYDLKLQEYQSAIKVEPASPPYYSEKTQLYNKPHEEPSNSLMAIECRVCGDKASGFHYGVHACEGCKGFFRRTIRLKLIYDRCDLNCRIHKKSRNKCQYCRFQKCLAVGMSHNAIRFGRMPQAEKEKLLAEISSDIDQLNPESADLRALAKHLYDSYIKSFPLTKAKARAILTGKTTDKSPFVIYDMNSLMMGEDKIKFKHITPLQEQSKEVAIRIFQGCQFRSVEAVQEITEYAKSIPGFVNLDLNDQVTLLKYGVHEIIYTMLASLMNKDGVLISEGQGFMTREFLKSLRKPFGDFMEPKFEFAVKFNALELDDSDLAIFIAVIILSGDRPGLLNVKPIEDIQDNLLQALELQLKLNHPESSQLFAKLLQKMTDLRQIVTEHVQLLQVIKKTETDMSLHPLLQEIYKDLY
Diaphorase act: diaphorase activation or chemical reduction counter-screen | activation factor at 20 µM | Diaphorase/resazurin coupled assay, resorufin fluorescence, 16 min; stronger effect = higher value; 1 = vehicle wells, 0 = NADH-free wells | actives 0.005% (n = 190,000);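 active = diaphorase activity raised at least twofold by the compound at 20 µM; inactive = activation factor below 2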
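Test system: Clostridium kluyveri diaphorase, purified enzyme; input: enzyme 0.07 U/mL final; buffer or medium: 50 mM HEPES pH 7.4 with 4.542 mM MgCl2, 0.005% Tween 20; also added: 0.114 mM NADH and 0.1 mM resazurin, final amounts; schedule: 16 min enzyme reaction, ambient temperature; technique: fluorescence of resorufin, 544 nm excitation, 590 nm emission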
ROMK primary: modulates human ROMK potassium channel activity; Tet-inducible ROMK, thallium flux fluorescence; actives lie on both sides; B-score at 10 µM; actives 2% (n = 130,000); AID 1918;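 active = signal ratio slope over the read window, or its plate-corrected B-score, at least 3 SD from the plate mean, either direction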;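 note: B-score of the F/F0 ratio slope over 7 to 12 s after thallium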
Target sequence (P48048 whole entry, looked up): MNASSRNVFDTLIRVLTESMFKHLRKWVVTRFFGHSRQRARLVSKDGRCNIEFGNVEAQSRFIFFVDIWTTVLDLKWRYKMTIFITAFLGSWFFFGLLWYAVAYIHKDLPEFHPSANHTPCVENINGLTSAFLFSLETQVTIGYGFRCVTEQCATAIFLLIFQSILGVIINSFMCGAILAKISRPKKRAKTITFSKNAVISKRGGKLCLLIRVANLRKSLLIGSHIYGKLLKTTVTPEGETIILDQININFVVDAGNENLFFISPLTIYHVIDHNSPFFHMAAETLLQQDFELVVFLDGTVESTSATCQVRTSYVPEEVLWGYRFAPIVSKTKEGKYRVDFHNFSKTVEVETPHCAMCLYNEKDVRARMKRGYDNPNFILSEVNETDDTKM
G6PDH CS: inhibits Leuconostoc G6PDH, flagging false hits in G6PDH-based assays; Purified L. mesenteroides G6PDH, diaphorase/resazurin coupled fluorescence, 45 min; AID 1020; actives 0.12% (n = 200,000); inhibition, % at 5 µM; in the data active = inhibition above about 50%
Diaph inh CS: diaphorase inhibition or chemical oxidation counter-screen | diaphorase resazurin-to-resorufin fluorescence, NADH, 16 min; bacterial (C. kluyveri) enzyme, not human | inhibition, % at 20 µM | actives 0.69% (n = 190,000) | AID 1217;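 active = primary screen inhibition at 20 µM above a set limit, cut at about 50% in these data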;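 note: plate controls were DMSO with full reaction for no effect and wells lacking NADH for full effect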
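Assay system: diaphorase enzyme from Clostridium kluyveri. Quantity: enzyme working solution with 0.14 U/mL diaphorase. Schedule: reaction incubation of 16 min at room temperature. Technique: resorufin fluorescence, excitation 544 nm, emission 590 nm. Controls: No-NADH positive control and DMSO neutral control.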
PPARg SRC-1 ag: agonists of human PPARgamma SRC-1 coactivator recruitment; actives 0.41% (n = 200,000); PPARgamma-SRC-1 coactivator recruitment biochemical assay; P37231; activation, % at 8 µM; in the data active = activation above about 19%;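 note: 0% = DMSO and 100% = reference agonist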
PMI act satM6P: PMI (human) activation, high substrate | coupled PMI enzyme assay, resazurin fluorescence, 20 min; stronger effect = higher value; 1 = untreated enzyme, 0 = substrate-free blank | actives 0.34% (n = 190,000) | activation factor at 20 µM | AID 1216 | P34949;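 active = activation factor of 2 or more at 20 µM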
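Test system: human phosphomannose isomerase with PGI, G6PDH, diaphorase coupling enzymes; amount: 15 ng/mL PMI; incubation: enzyme reaction with compound 20 min at room temperature; technique: resorufin fluorescence (Ex 544/Em 590 nm) from resazurin via diaphorase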
PMI activator: activators of human phosphomannose isomerase | P34949 | purified human PMI, coupled resazurin fluorescence, 20 min; stronger effect = higher value; 1 = vehicle control, 0 substrate-free wells | activation factor at 20 µM | actives 0.005% (n = 190,000) | AID 1214;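 active = activation factor of 2 or more at 20 µM, relative to plate controls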
TR-FRET SRC-2 ct: counter-screen for PPARgamma SRC-2 recruitment agonists: TR-FRET artefact; TR-FRET ratio at 8 µM; stronger effect = higher value; actives 0.4% (n = 200,000); in the data active = TR-FRET ratio above about 2000; note: inactives centre near 1500
PPARg SRC2 recr: PPARgamma-driven SRC-2 recruitment agonism. PPARgamma LBD-SRC-2 recruitment, biochemical. activation, % at 8 µM. actives 0.34% (n = 200,000). P37231; in the data active = activation above about 22%;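 note: 0% = vehicle and 100% = reference agonist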
S1P3 antag: antagonists of human S1P3 receptor; CHO S1P3 NFAT-BLA reporter, FRET fluorescence, antagonist mode; inhibition, % at 4.98 µM; actives 0.27% (n = 170,000); Q99500;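 active = inhibition above the plate cutoff, the mean inhibition of test wells on that plate plus 3 SD, cut at about 28% in these data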;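 note: cells challenged with S1P at its EC80 of 0.8 µM; blue over green emission ratio from cleaved BLA substrate after 4 h stimulation; 0% = S1P-stimulated wells and 100% = unstimulated DMSO-only wells; some compounds past the cut are filed as inactive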
Starred values were filed as active, the others as inactive; x = not tested or not shown.

SMILES	PPARg SRC3 recr	Diaphorase act	ROMK primary	G6PDH CS	Diaph inh CS	PPARg SRC-1 ag	PMI act satM6P	PMI activator	TR-FRET SRC-2 ct	PPARg SRC2 recr	S1P3 antag
COc1ccc(NC(=O)CSc2nc3c(cc2C#N)CN(C)CC3)cc1	x	0.9	x	-32	9	x	1.4	1.1	x	x	4
CC(C(=O)NCC1CCCCC1)N(C)CC(=O)Nc1ccc(N2CCOCC2)cc1 (centres undefined)	1	0.9	-1.9	6	10	2	1	1	1460	-8	-7
CN(Cc1ccccc1)C(=O)CCS(=O)(=O)c1ccc2c(c1)n(C)c(=O)c(=O)n2C	1	0.7	x	-17	35	1	0.8	0.9	1539	1	3
CC(Sc1ccsc1[N+](=O)[O-])C(=O)NCCc1ccc(Cl)cc1 (centres undefined)	7	1	-0.04	4	0	8	0.9	0.9	1576	16	x
COc1ccc(-c2ccnc3c(C#N)cnn23)cc1	-3	1.3	-0.069	10	-26	1	1.1	1	1273	-8	-2
Cc1ccc(S(=O)(=O)N(C)C)cc1NC(=O)COC(=O)c1ccc2c(c1)OCO2	-1	0.8	0.37	-9	20	4	1	0.9	1566	1	-13
Cc1ccc(NC(=O)CCN2CCN(CCO)CC2)cc1Br	3	1.1	x	9	-12	4	1.1	1	1516	0	-17
O=C(Nc1ccccc1)N1CCc2ccccc2C1	3	1.2	x	9	-17	6	1.1	1.1	1663	1	x
CCOC(=O)c1c(C)c(C(=O)NCc2ccccc2OC)c(C)n1C	5	0.8	x	4	16	9	0.9	0.9	1621	3	25
Cc1ccc(CCN=c2c([N+](=O)[O-])nn(-c3ccccc3)n2O)cc1	1	0.9	0.041	10	10	4	0.9	0.9	1585	11	-6
COc1ccc(Cn2c(CCC(=O)NCc3ccco3)nc3cccnc32)cc1	-8	0.9	0.35	6	12	3	1	1	1448	-5	-10
Cc1cccc(NC(=O)c2cccc(N3C(=O)C4C5CCC(C5)C4C3=O)c2)c1C (centres undefined)	-2	0.9	-0.76	1	6	-3	1	1	1512	0	x
COc1cccc(CNc2ccc(F)c([N+](=O)[O-])c2)c1O	3	0.8	-1.2	4	18	18	0.9	0.9	1384	0	-7
NC(=O)C1(N2CCCCC2)CCN(C2CC(=O)N(CCc3ccccc3)C2=O)CC1 (centres undefined)	8	0.9	-0.74	3	6	2	1	0.9	1452	9	x
CC(C)C(=O)Nc1ccc2c(c1)nc(CCN1CCN(C)CC1)n2C	-1	1	-0.7	-1	-1	2	1	1.1	1342	-2	x
O=C1NC2(O)C(=O)c3ccccc3C2(O)N1 (centres undefined)	1	0.8	0.47	5	21	8	0.9	0.9	1564	-7	-10
CC1=C(C(=O)Nc2ccccc2C)C(c2ccc(C)o2)C2=C(CCCC2=O)N1 (centres undefined)	4	0.8	x	16	16	-2	1	0.9	1506	-2	-48
CCOC(=O)CCC(NC(=O)c1cncc(O)c1)C(=O)OCC (centres undefined)	2	1.1	x	1	-7	0	1.3	1.2	1569	3	-18
Cc1cc(C)n(S(=O)(=O)c2ccc3ccccc3c2)n1	-4	0.9	x	12	12	0	0.9	0.8	1654	1	-43
Cc1[nH][nH]c(=O)c1C(c1ccc(-c2cccc(C(=O)O)c2)o1)c1c(C)[nH][nH]c1=O	4	0.7	0.38	24	26	-2	0.6	1	1412	4	-20

A second format for some results above.
Every second line gives: PPARg SRC3 recr, Diaphorase act, ROMK primary, G6PDH CS, Diaph inh CS, PPARg SRC-1 ag, PMI act satM6P, PMI activator, TR-FRET SRC-2 ct, PPARg SRC2 recr, S1P3 antag
O=C1NC2(O)C(=O)c3ccccc3C2(O)N1 (centres undefined)
→ 1, 0.8, 0.47, 5, 21, 8, 0.9, 0.9, 1564, -7, -10
Cc1[nH][nH]c(=O)c1C(c1ccc(-c2cccc(C(=O)O)c2)o1)c1c(C)[nH][nH]c1=O
→ 4, 0.7, 0.38, 24, 26, -2, 0.6, 1, 1412, 4, -20

Next entries follow:
SMILES	PPARg SRC3 recr	Diaphorase act	ROMK primary	G6PDH CS	Diaph inh CS	PPARg SRC-1 ag	PMI act satM6P	PMI activator	TR-FRET SRC-2 ct	PPARg SRC2 recr	S1P3 antag
CC(C)Cc1nc(C#N)c(N2CCC(C(N)=O)CC2)o1	-2	1	0.59	4	-1	4	1	1	1472	-5	-8
COc1ccc(NC2SC(=O)N(CC(=O)O)C2=O)cc1 (centres undefined)	3	1	x	1	2	6	0.9	1	1655	3	-27
Cc1cc(NCCO)nc(-n2nc(C)cc2C)n1	-2	1.1	x	-1	-9	-6	1.1	1	1412	-9	x
O=C(C[n+]1cccc(CNC(=O)c2ccc(OC(F)F)cc2)c1)c1ccccc1	4	0.9	x	6	10	15	1	1	1480	0	-15
COc1ccc(C(=O)NNC(=O)C(=O)Nc2ccc(C)c(Cl)c2)cc1	2	1.1	0.1	4	-8	6	1	1	1563	5	-10
[O-]c1n[n+](-c2ccc(Cl)cc2)cc2ccccc12	5	0.8	1.5	-3	21	6	0.5	1	1446	1	-5
CN(C)CCN(C(=O)c1ccc(Br)s1)c1nc2cc3c(cc2s1)OCCO3	3	1	-0.2	0	-1	7	1.1	1.1	1418	-3	-2
O=[N+]([O-])c1ccc(Nc2ccccc2F)nc1	3	0.8	-1.4	9	20	2	0.9	0.8	1464	6	-2
O=Cc1ccc(OC(=O)C2CC(=O)N(c3ccc(F)cc3)C2)cc1 (centres undefined)	3	1	x	-1	3	3	1.2	1.1	1507	-4	x
CCN1CCCc2cc(CN(CCN3CCOCC3)C(=S)Nc3ccc(OC)cc3)ccc21	1	1.1	0.22	5	-14	5	1	1.1	1461	-1	4
CC(=O)c1ccc(NC(=S)NCc2ccco2)cc1	-1	0.9	-0.11	13	12	-4	1	1	1481	-7	-3
CCOC(=O)c1cnc2nc(Cc3ccccc3)[nH]n2c1=O	-1	1	x	3	4	6	1.2	1.1	1466	-1	-5
O=S1(=O)C=C(Sc2nnc(-c3ccccc3)o2)c2ccccc21	1	1	x	7	2	9	1	1.1	1459	4	14
CC(C)(C)n1ncc2c(=O)n(Cc3cccc(Cl)c3)cnc21	0	0.9	x	6	6	-4	1	1	1599	2	3
Clc1cccc(Cl)c1COn1nnc2ccccc21	-4	0.9	x	0	8	-3	1	1.1	1520	4	x
Cc1ccccc1-c1nnc(-c2cccs2)o1	1	1.1	-0.042	2	-7	0	1	1	1472	11	-14
CCCCC(=O)Nc1ccc(C(=O)Nc2nc(CC(=O)OCC)cs2)cc1	4	0.9	0.0033	9	10	7	1	1	1655	5	x
C=CCOC(=O)C1=C(C)Nc2nc3ccccc3n2C1c1ccncc1 (centres undefined)	-3	0.8	x	-3	23	-3	1.1	1.1	1525	5	8
CN=c1scc(-c2ccc([N+](=O)[O-])cc2)n1/N=C/c1ccco1	0	1	1.1	1	2	2	1.1	1.3	1596	8	-26
Cn1c(CNC2CCCCC2)c(C#N)c2ccccc21	13	1	x	12	2	3	1	1.1	1465	-2	x
CCn1c(=O)cc(O)c2c(=O)n(C)c(=O)n(C)c21	-7	1	x	16	-4	-9	1	1	1440	-10	7
CN(C)S(=O)(=O)c1cccc(C(=O)Nc2cc(Cl)ccc2O)c1	-2	0.8	x	5	19	6	0.9	0.8	1703	4	10
CCOC(=O)N1CCN(S(=O)(=O)c2ccc(F)c(C(=O)Nc3ccc(C(C)C)cc3)c2)CC1	4	0.8	-0.64	-1	24	3	1	0.9	1663	4	-6
Cc1ccc(NC(=O)c2cc(-n3cnnc3)ccc2Cl)c(C)c1	-4	1	x	19	-2	-6	0.9	1	1478	-1	10
O=c1cc(-c2ccccc2)[nH]c2nc3ccccc3n12	10	1	x	-8	2	5	0.9	0.9	1525	11	26
NC(=O)CCCc1nc(-c2ccccc2Cl)no1	-5	0.9	x	12	5	-2	1	1	1545	-4	x
Cc1nnc(SCC(=O)NCCc2ccccc2)[nH]c1=O	6	x	x	x	x	-5	x	x	1801	2	17
C=CCN(c1ccccc1)S(=O)(=O)c1c(C)[nH]c(=O)[nH]c1=O	3	0.9	-0.016	9	6	1	1	1.1	1447	-2	-11
Cc1cc(NC(=O)Nc2ccccc2)n(-c2ccccc2)n1	3	0.9	0.47	5	6	-8	1	0.9	1491	-1	16
O=C(NS(=O)(=O)c1ccccc1)c1ccccc1F	-11	0.8	0.17	-6	23	3	0.9	0.9	1551	7	10
COc1ccc(-n2cc(-c3ccccc3)[nH]c2=S)cc1	4	0.8	x	-13	15	4	1	0.9	1674	7	-2
Cc1ccc(C(=O)c2ccccc2C(=O)OCC(=O)Nc2ccc(SC(F)F)cc2)cc1	2	0.9	0.45	6	14	6	1	1	1539	6	2
FC(F)(F)c1cccc(NC(=S)NCc2ccc(Cl)cc2)c1	6	0.9	0.11	0	9	6	1	1	1667	3	11
COc1ccc(Cn2c(-c3ccco3)nc3oc4ccccc4c(=O)c3c2=O)cc1	1	0.8	x	-39	22	1	0.9	0.9	1558	-3	11
CCOC(=O)n1c(=O)n(Cc2cccc(C)c2)c2ccccc21	0	0.9	x	1	7	-3	1	1	1549	-4	-14
CCC(C)c1ccc(NC(=O)CN(C)CC(=O)Nc2cccc(OC)c2)cc1 (centres undefined)	0	0.9	1.5	4	12	6	1	1	1524	0	-20
NC(=O)C1(N2CCCCC2)CCN(Cc2ccc(F)cc2)CC1	4	1	0.086	1	2	3	1	1	1530	-1	x
N#CC1(c2ccccc2)CCCN1C(=O)c1ccc(Br)o1 (centres undefined)	-3	1	x	1	3	-7	1.1	1	1546	6	-10
C=CCn1c(COc2ccccc2)nnc1SCC(=O)NCC(=O)OCC	0	0.9	0.43	-4	14	12	0.9	0.9	1622	0	-55
CNC(=O)CN(C)S(=O)(=O)c1ccc(OC)c(Cl)c1	6	0.8	-0.11	-3	19	-9	0.9	0.9	1375	2	0

Individual results from the list.
Cc1ccc(C(=O)c2ccccc2C(=O)OCC(=O)Nc2ccc(SC(F)F)cc2)cc1 in PPARg SRC2 recr → 6
CCN1CCCc2cc(CN(CCN3CCOCC3)C(=S)Nc3ccc(OC)cc3)ccc21 in Diaphorase act → 1.1

The results go on.
SMILES	PPARg SRC3 recr	Diaphorase act	ROMK primary	G6PDH CS	Diaph inh CS	PPARg SRC-1 ag	PMI act satM6P	PMI activator	TR-FRET SRC-2 ct	PPARg SRC2 recr	S1P3 antag
CC(=O)N1CCc2c(sc(NC(=O)c3ccc(S(=O)(=O)N(C)C)cc3)c2C#N)C1	7	x	x	x	x	10	x	x	1704	7	-5
CCN(CC)S(=O)(=O)c1ccc(-c2nnco2)cc1	0	0.9	x	17	11	5	1	0.9	1500	11	x
COCCNc1nc(CSc2ccccc2)nc2sc(C)c(C)c12	3	0.9	x	-19	11	-4	1	0.8	1564	-2	-5
O=C(CN1CCCCC1)Nc1c2c(nc3ccccc13)N(c1ccccc1)CC2	1	0.9	0.14	9	12	1	0.9	1	1677	0	-10

Bioassay records: PubChem, several laboratories
